Source: PubChem BioAssay
VEEV TC-83 Vero: inhibitors of VEEV TC-83 cytopathic effect, confirmation, Vero cells (AID 588727). 350,000 tested, 0.13% active. inhibition, % at 20 µM; hits with a dose series show IC50 in µM. Vero cells, VEEV TC-83 cytopathic effect inhibition; higher % means a stronger effect; in the data active = a potency from the dose series; inconclusive = inhibition mostly from about 14% at the one dose, without a potency; inactive = the rest, 99 in 100 with inhibition below about 12%; note: strong numbers were not always called active
PhoP GFP inhibition: PhoP regulon inhibitors, Salmonella typhi PhoP promoter GFP reporter, confirmatory (AID 1850). Salmonella Typhi PhoP-promoter GFP reporter, fluorescence, 4 h; higher % means a stronger effect. 310,000 tested, 0.33% active. inhibition, % at 50 µM; hits with a dose series show IC50 in µM; in the data active = a potency from the dose series; inconclusive = inhibition mostly from about 25% at the one dose, without a potency; inactive = the rest, 99 in 100 with inhibition below about 19%;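 note: 0% = induced wells with vehicle and 100% = uninduced wells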
M. tuberculosis HTS: M. tuberculosis growth inhibition, HTS (AID 449762); M. tuberculosis H37Rv growth inhibition, 7H9 media; higher % means a stronger effect; one-dose inhibition, % at 25 µM; IC50 in µM for titrated hits; 330,000 tested, 0.59% active; in the data active = a potency from the dose series; inconclusive = inhibition above about 70% without an active follow-up result;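 note: bacterial growth assessed after seven days of incubation; strong numbers were not always called active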
influenza NS1A: H1N1 influenza NS1A inhibitors, functional cell based assay (AID 504329); NS1A functional cell-based assay, percent inhibition; higher % means a stronger effect; one-dose inhibition, % at 12.5 µM; IC50 in µM for titrated hits; 340,000 tested, 0.3% active; in the data active = a potency from the dose series; inconclusive = inhibition above about 27% without an active follow-up result; note: strong numbers were not always called active
M. tuberculosis: growth inhibition of non-replicating M. tuberculosis (AID 488890); one-dose inhibition, % at 25 µM; IC50 in µM for titrated hits; 320,000 tested, 0.39% active; Mycobacterium tuberculosis non-replicating, growth inhibition; higher % means a stronger effect; in the data active = a potency from the dose series; inconclusive = inhibition mostly from about 82% at the one dose, without a potency; inactive = the rest, 99 in 100 with inhibition below about 76%;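 note: plate controls were DMSO cells for no effect and high antibiotic wells for full effect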
VEEV TC-83 Vero 10K pilot screen: recorded beside VEEV TC-83 Vero, whose call it bears; inhibition, %; measured here: 10K pilot screen inhibition
An asterisk follows results filed as active; i = inactive; ? = inconclusive; / = no result given; & = joins results of further samples. Not a hit list; overall some 1.5% were active at least once.

SMILES	VEEV TC-83 Vero	PhoP GFP inhibition	M. tuberculosis HTS	influenza NS1A	M. tuberculosis	others
CCN(CC(=O)Nc1c(F)cccc1F)C(=O)c1ccc(S(=O)(=O)N(CC)c2ccccc2)cc1	3.8%	/	/	-5%	/
COc1ccc(N2CCN(C(=O)c3ccc(CS(=O)c4cccc(C)c4)o3)CC2)cc1 (centres undefined)	1.1%	3%	-5%	4%	16%
Cc1ccc(NC(=O)CSc2nnc(C3COc4ccccc4O3)o2)c(Cl)c1 (centres undefined)	0.7%	5%	-2%	-2%	23%
CC(=O)c1cccc(NC(=O)CC(C)n2ccnc2)c1 (centres undefined)	0.4%	3%	8%	-5%	-3%
COCCNC(=O)CN1C(=O)NC2(CCOc3ccccc32)C1=O (centres undefined)	0.2%	-12%	1%	4%	-3%
COCCn1cnnc1SCC(=O)Nc1sccc1C(N)=O	0.0%	1%	-11%	-9%	-8%
CN(C)c1ccc(C(=O)c2ccc(N(C)C)c3ccccc23)cc1	>25µM*	-31%	50%	12%	21%
COc1ccccc1C(=O)OCc1nc(N)nc(Nc2ccccc2C)n1	1.0%	-2%	3%	-1%	13%
FC(F)(F)c1ccc2c(c1)NCC1CCCN21 (centres undefined)	i	-19%	0%	4%	2%
COc1ccc(CNCCc2ccc(Cl)cc2Cl)cc1	0.1%	-10%	-1%	-10%	-1%
Brc1ccc(/C=N/Nc2nncc(-c3ccccc3)n2)o1	/	4%	-2%	/	6%
Cc1cccc(C)c1NC(=O)C1(N(Cc2ccco2)C(=O)CC2NC(=O)NC2=O)CCCC1 (centres undefined)	3.5%	-11%	-3%	-2%	8%
Cc1ccc(-c2noc(CCC(=O)NCCCN3CCN(c4ccc(F)cc4)CC3)n2)cc1	6.5%	-4%	16%	3%	75%
O=C(CN1CCN(Cc2ccccc2)CC1)N/N=C/c1c[nH]c2ccccc12	2.0%	-5%	/	6%	-18%
COc1ccc(C(=O)/C=C/NCc2ccc(C)cc2)cc1	0.5%	-1%	2%	5%	17%
COc1ccc(S(=O)(=O)N2CCOCC2)cc1NC(=O)CCNC(=O)c1ccc([N+](=O)[O-])cc1	0.6%	/	-6%	-3%	2%
O=C(NCCCN1CCCC1=O)c1ccc(NS(=O)(=O)c2cccc([N+](=O)[O-])c2)cc1	1.7%	4%	-2%	4%	2%
CCOC(=O)/C=C/C(=O)OCC(=O)Nc1ccc(C)cc1	1.3%	5%	-1%	/	26%
O=c1cccc2n1CC1CC2CN(Cc2c(F)cccc2Cl)C1 (centres undefined)	0.1%	-1%	-4%	-4%	-18%
O=C(c1oc2ccccc2c1CSCc1ccccc1)N1CCN(c2ncccn2)CC1	8.5%	-3%	2%	7%	21%
CN(C(=O)c1cccc(NC(=O)c2ccco2)c1)c1ccccc1	2.7%	1%	-3%	-5%	5%
O=C(Cn1c(SCC(=O)N2CCc3ccccc3C2)nc2ccccc21)NC1CCCC1	1.7%	-16%	6%	0%	25%
COc1ccc(N(C(=O)c2snc(C(N)=O)c2N)C(C(=O)NCc2ccc(F)cc2)c2ccc(O)cc2)cc1 (centres undefined)	10%	-14%	19%	10%	12%
Cc1cccc(C)c1OCC(=O)Nc1cccc(-c2nnc(-c3ccccc3)o2)c1	12%	-8%	99%	3%	-16%	VEEV TC-83 Vero 10K pilot screen=8.4
CCCCS(=O)(=O)Nc1ccc(C)cn1	i	-3%	-2%	-6%	-8%

Ordered by SMILES length (rising): part of the list above
SMILES	VEEV TC-83 Vero	PhoP GFP inhibition	M. tuberculosis HTS	influenza NS1A	M. tuberculosis	others
FC(F)(F)c1ccc2c(c1)NCC1CCCN21 (centres undefined)	i	-19%	0%	4%	2%
COc1ccc(CNCCc2ccc(Cl)cc2Cl)cc1	0.1%	-10%	-1%	-10%	-1%
COCCn1cnnc1SCC(=O)Nc1sccc1C(N)=O	0.0%	1%	-11%	-9%	-8%
Brc1ccc(/C=N/Nc2nncc(-c3ccccc3)n2)o1	/	4%	-2%	/	6%
O=c1cccc2n1CC1CC2CN(Cc2c(F)cccc2Cl)C1 (centres undefined)	0.1%	-1%	-4%	-4%	-18%
COCCNC(=O)CN1C(=O)NC2(CCOc3ccccc32)C1=O (centres undefined)	0.2%	-12%	1%	4%	-3%
COc1ccccc1C(=O)OCc1nc(N)nc(Nc2ccccc2C)n1	1.0%	-2%	3%	-1%	13%
Cc1ccc(NC(=O)CSc2nnc(C3COc4ccccc4O3)o2)c(Cl)c1 (centres undefined)	0.7%	5%	-2%	-2%	23%
O=C(c1oc2ccccc2c1CSCc1ccccc1)N1CCN(c2ncccn2)CC1	8.5%	-3%	2%	7%	21%
Cc1cccc(C)c1OCC(=O)Nc1cccc(-c2nnc(-c3ccccc3)o2)c1	12%	-8%	99%	3%	-16%	VEEV TC-83 Vero 10K pilot screen=8.4
O=C(Cn1c(SCC(=O)N2CCc3ccccc3C2)nc2ccccc21)NC1CCCC1	1.7%	-16%	6%	0%	25%
Cc1ccc(-c2noc(CCC(=O)NCCCN3CCN(c4ccc(F)cc4)CC3)n2)cc1	6.5%	-4%	16%	3%	75%
Cc1cccc(C)c1NC(=O)C1(N(Cc2ccco2)C(=O)CC2NC(=O)NC2=O)CCCC1 (centres undefined)	3.5%	-11%	-3%	-2%	8%
COc1ccc(S(=O)(=O)N2CCOCC2)cc1NC(=O)CCNC(=O)c1ccc([N+](=O)[O-])cc1	0.6%	/	-6%	-3%	2%
COc1ccc(N(C(=O)c2snc(C(N)=O)c2N)C(C(=O)NCc2ccc(F)cc2)c2ccc(O)cc2)cc1 (centres undefined)	10%	-14%	19%	10%	12%

Following part
SMILES	VEEV TC-83 Vero	PhoP GFP inhibition	M. tuberculosis HTS	influenza NS1A	M. tuberculosis	others
COC(=O)C1(C)CN(S(=O)(=O)c2ccc(C)cc2)c2cc(OC)ccc2C1=O (centres undefined)	7.1%	-7%	5%	3%	35%
CCN(CC)CCNC(=O)c1ccc(NC(=O)CC(NC(=O)c2ccccc2Cl)c2ccccc2)cc1 (centres undefined)	1.4%	-7%	6%	-1%	-7%
Cc1cc(C)c(S(=O)(=O)N2CCOC2CNC(=O)C(=O)NCCCN2CCCC2=O)c(C)c1 (centres undefined)	i	8%	-1%	-3%	12%
COCCN(C(=O)CN1CCc2ccccc2C1)c1c(N)n(Cc2ccccc2)c(=O)[nH]c1=O	3.1%	-4%	-5%	3%	23%
CCCCn1c(N)c(N(CCOC)C(=O)c2cccc(OCc3ccccc3)c2)c(=O)[nH]c1=O	6.4%	4%	-7%	-4%	-3%
CC(NC(=O)C1CCC1)c1ccccc1 (centres undefined)	1.2%	0%	4%	11%	20%
Cc1ccc(C(=O)NNC(=O)/C=C\C(=O)O)cc1	1.4%	20%	-5%	10%	-2%
Cc1ccc(S(=O)(=O)N(C)c2ccc(C(=O)NCC3(N(C)C)CCCCC3)cc2)cc1	i	-8%	-1%	-6%	8%
O=C(NCc1ccco1)C(c1ccco1)N(C(=O)Cn1nnc2ccccc21)c1ccc2c(c1)CCC2 (centres undefined)	6.2%	1%	-3%	9%	37%
CCc1ccc(S(=O)(=O)NCc2cn3c(C)csc3n2)s1	0.3%	-8%	-2%	2%	30%
CCCCP(=O)(O)CCC(=O)O	0.1%	-1%	3%	-13%	-11%
O=S(=O)(Nc1ccc(-c2ccc3nncn3n2)cc1)c1cccc(F)c1	6.6%	-6%	7%	-7%	12%
Cc1cn(CCOc2ccc(Cl)cc2)c(=O)[nH]c1=O	i	0%	5%	-5%	14%
CCOC(=O)c1sc(Nc2ccccc2Cl)nc1C	3.0%	-6%	-3%	-1%	18%
COc1cc(CNCc2ccccn2)ccc1OCC(N)=O	0.1%	16%	7%	5%	0%
CCn1nc(C(C)C(=O)O)c2ccccc2c1=O (centres undefined)	0.6%	0%	4%	0%	-2%
COCCN(C(=O)COC(=O)CCc1ccccc1OC)c1c(N)n(Cc2ccccc2)c(=O)[nH]c1=O	i	1%	-8%	-3%	-2%
Cc1nonc1OCC(C)(COc1nonc1C)NC(=O)c1ccccc1	1.2%	-1%	-19%	3%	-7%
CC(OC(=O)CCC(=O)c1cccs1)C(=O)Nc1ccc(Cl)cn1 (centres undefined)	1.9%	-6%	-6%	1%	70%
Cc1ccc(Nc2ncccc2C(N)=O)cc1	0.5%	-4%	5%	5%	-32%
CC(NC(=O)C1CCN(C(=O)[C@@H]2Cc3ccccc3CN2)CC1)c1ccccc1 (some centres undefined)	1.8%	6%	0%	2%	-16%
CC(C)C[C@@H](CN)NC(=O)c1nc[nH]c1C(=O)N[C@@H](C)C(=O)CNC[C@H](CC(C)C)NC(=O)c1nc[nH]c1C(=O)N[C@@H](Cc1ccccc1)C(=O)O	i	/	/	-17%	/
COc1ccc(NS(=O)(=O)c2cccc(C(=O)NNC(=O)c3ccc(C)o3)c2)cc1	1.4%	/	-7%	-5%	-1%
O=C(N/N=C/c1ccc(Cl)cc1Cl)c1ccc2nc[nH]c2c1	2.8%	-4%	-6%	-3%	4%
O=C(COc1ccccc1N1C(=O)c2ccccc2C1=O)c1ccc(Cl)cc1	0.8%	0%	-6%	5%	20%	VEEV TC-83 Vero 10K pilot screen=0.0

The listing continues.
SMILES	VEEV TC-83 Vero	PhoP GFP inhibition	M. tuberculosis HTS	influenza NS1A	M. tuberculosis	others
CC(=O)N1c2ccc(S(=O)(=O)N3CCC(C(=O)N4CCN(c5cc(Cl)ccc5C)CC4)CC3)cc2CC1C (centres undefined)	3.8%	3%	-1%	3%	58%
COCCCNC(=S)NNC(=O)c1ccoc1C	1.1%	-5%	5%	-7%	-22%
CSCC[C@H](NC(=O)COc1cc2c(c3oc(=O)c(C)c(C)c13)CCC(C)(C)O2)C(=O)O	0.7%	7%	4%	-20%	-11%
CN(C)c1cc2c(c(N(C)C)c1)C(=O)c1ccccc1C2=O	9.0%	6%	2%	14µM*	15%
CC(=O)N1N=C2c3ccccc3CCC2C1c1cccs1 (centres undefined)	3.7%	-7%	3%	/	-7%
Cc1nc2ccccc2cc1C(=O)N/N=C/c1cccs1	1.2%	3%	-3%	13%	-12%
NS(=O)(=O)c1ccc(Nc2ccc([N+](=O)[O-])c3nonc23)cc1	i	2%	7%	-2%	/
COc1cccc(/C=C2\SC(=S)N(CCC(=O)NCCc3ccc(O)cc3)C2=O)c1	26%	-2%	?	-8%	40%
O=C(Cn1nc(Cc2ccncc2)c2ccccc2c1=O)N1CCc2ccccc2C1	1.0%	-2%	-6%	0%	3%
O=C(CSc1nnc(-c2ccc(F)cc2)c2ccccc12)Nc1ccccc1Cl	i	-4%	-5%	9%	21%
COc1ccccc1/C=C(/C#N)C(=O)O	0.0%	-13%	10%	0%	-8%
Cc1ccccc1C(=O)N1Cc2cnnn2-c2ccccc2C1C#N (centres undefined)	0.2%	/	/	-11%	/
CC(C)NC(=O)CSc1nnc(COc2ccccc2Cl)o1	0.1%	-5%	10%	-2%	?
O=C(Cn1ncc2ccccc21)N1CCN(c2cccc(C(F)(F)F)c2)CC1	0.6%	5%	-1%	6%	6%
O=S(=O)(/N=S1\CC=CCN1S(=O)(=O)c1ccccc1)c1ccccc1 (centres undefined)	1.3%	/	/	-21%	/
O=C(CC(c1ccccc1)(c1ccccc1)c1ccccc1)N[C@@H](Cc1ccccc1)C(=O)O	0.9%	8%	-5%	-6%	7%
O=C(N/N=C\c1ccccn1)C1c2ccccc2Oc2ccccc21	0.5%	3%	-6%	-5%	71%
OCCNCCCOc1ccc(Cl)cc1Br	5.0%	8%	4%	1%	28%
O=C1C2C(C(=O)N1c1ccccc1)N1CCCN1C2c1ccccc1 (centres undefined)	i	8%	13%	-4%	3%
O=C1OC(c2ccc(O)cc2)(c2ccc(O)cc2)c2ccccc21	i	-2%&-3%	3%	-2%	21%
O=C1CC(N2CCN(c3ccc(Cl)cc3)CC2)C(=O)N1c1ccc(F)cc1 (centres undefined)	0.1%	2%	3%	-3%	5%
COc1ccc(OC)c(C2CC(=O)Nc3c2c(=O)[nH]c2ncnn32)c1 (centres undefined)	1.1%	1%	2%	-1%	0%
COc1cccc(CNC(=O)C2CCN(S(=O)(=O)c3ccc(Br)s3)CC2)c1	2.5%	-6%	-2%	-13%	23%
COc1ccc(C2C(C(C)=O)=C(O)C(=O)N2CCc2ccccc2)c(OC)c1 (centres undefined)	i	4%	1%	-22%	26%
COc1ccc(/C=C(\NC(=O)c2cccs2)C(=O)Nc2cccc3ccccc23)cc1OC	9.3%	10%	-4%	-2%	7%
CSc1nc(SCC(=O)O)c2c3c(sc2n1)COC(C)(C)C3	2.1%	4%	-2%	3%	-12%
